# NSD2 inh = inhibitors of human NSD2, primary screen, biochemical, plate reader, single point. 44,000 compounds, 0.07% hits. Histone-lysine N-methyltransferase NSD2 (Homo sapiens), O96028. NSD2-SET H3K36me1 DELFIA fluorescence. inhibition, % at 12.5 µM; in the data active means inhibition above about 54%, passing the limit was not always enough; inconclusive means no clear call, values can overlap the other calls;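 further: inhibitors reduce the monomethyl H3K36 fluorescence signal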
# Target sequence (O96028 whole entry, looked up): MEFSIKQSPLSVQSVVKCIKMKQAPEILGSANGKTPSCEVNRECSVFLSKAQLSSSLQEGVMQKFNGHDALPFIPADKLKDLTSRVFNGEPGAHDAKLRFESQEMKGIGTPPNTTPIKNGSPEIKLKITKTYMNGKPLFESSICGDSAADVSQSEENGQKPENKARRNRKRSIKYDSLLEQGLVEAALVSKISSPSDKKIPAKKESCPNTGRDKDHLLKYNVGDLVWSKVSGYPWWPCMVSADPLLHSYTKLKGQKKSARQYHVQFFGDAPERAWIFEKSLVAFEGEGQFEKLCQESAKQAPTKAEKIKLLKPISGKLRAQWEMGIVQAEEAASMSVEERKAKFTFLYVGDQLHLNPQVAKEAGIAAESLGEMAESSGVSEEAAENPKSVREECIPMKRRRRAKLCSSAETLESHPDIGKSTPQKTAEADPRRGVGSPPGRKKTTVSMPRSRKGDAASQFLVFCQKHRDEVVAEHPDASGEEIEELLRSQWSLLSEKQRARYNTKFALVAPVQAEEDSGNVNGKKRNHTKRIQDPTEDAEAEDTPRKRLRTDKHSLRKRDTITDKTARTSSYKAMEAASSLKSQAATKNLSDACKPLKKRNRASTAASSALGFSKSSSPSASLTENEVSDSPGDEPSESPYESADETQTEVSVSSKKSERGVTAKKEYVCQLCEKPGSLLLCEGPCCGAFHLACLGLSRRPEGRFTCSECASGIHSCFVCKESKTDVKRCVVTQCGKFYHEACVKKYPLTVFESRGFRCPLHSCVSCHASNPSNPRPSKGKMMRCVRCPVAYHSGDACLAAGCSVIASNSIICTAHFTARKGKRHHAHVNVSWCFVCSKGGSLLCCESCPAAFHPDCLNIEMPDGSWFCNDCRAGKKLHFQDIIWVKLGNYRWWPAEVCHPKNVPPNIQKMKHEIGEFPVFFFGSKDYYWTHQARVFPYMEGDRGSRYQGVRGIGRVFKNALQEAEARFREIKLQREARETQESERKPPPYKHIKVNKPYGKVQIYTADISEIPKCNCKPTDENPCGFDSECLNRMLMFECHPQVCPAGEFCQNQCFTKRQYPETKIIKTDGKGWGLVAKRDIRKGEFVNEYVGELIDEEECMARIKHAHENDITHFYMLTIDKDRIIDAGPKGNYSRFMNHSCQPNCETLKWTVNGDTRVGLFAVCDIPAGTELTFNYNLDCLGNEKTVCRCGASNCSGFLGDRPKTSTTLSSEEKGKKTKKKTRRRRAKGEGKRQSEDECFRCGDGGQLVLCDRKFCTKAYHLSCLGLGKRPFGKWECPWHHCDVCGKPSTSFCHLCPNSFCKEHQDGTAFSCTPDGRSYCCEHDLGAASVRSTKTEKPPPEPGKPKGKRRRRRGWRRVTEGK
# Starred values were filed as active, the others as inactive; ? = inconclusive.
SMILES,NSD2 inh
CC(C)NCC(O)COc1ccccc1-n1cccc1 (centres undefined),-5.1
C[C@@H]1CN([C@@H](C)CO)C(=O)c2cc(C3=CCCCC3)cnc2O[C@@H]1CN(C)C(=O)c1cccnc1,5.3
C[C@H]1CN([C@@H](C)CO)C(=O)Cc2cc(NC(=O)Nc3ccc4c(c3)OCO4)ccc2O[C@H]1CN(C)CC1CCCCC1,-6.1
C[C@@H]1CN([C@@H](C)CO)C(=O)Cc2cc(NS(C)(=O)=O)ccc2O[C@@H]1CN(C)S(=O)(=O)c1cccs1,-2.3
C[C@@H]1CCCCO[C@H](CN(C)Cc2ccncc2)[C@H](C)CN([C@@H](C)CO)C(=O)c2cc(NS(C)(=O)=O)ccc2O1,-4.3
C[C@H](CO)N1C[C@H](C)[C@H](CN(C)C)Oc2ccc(NC(=O)Nc3ccc4c(c3)OCO4)cc2C1=O,5.5
C[C@H](CO)N1C[C@H](C)[C@@H](CN(C)Cc2ccncc2)Oc2ncc(C#CCN(C)C)cc2C1=O,?
C[C@@H]1CN([C@@H](C)CO)C(=O)c2cc(NC(=O)Nc3cccc4ccccc34)ccc2O[C@@H]1CN(C)S(=O)(=O)c1ccccc1,-2.9
CCC(=O)N(C)C[C@H]1Oc2ncc(-c3ccc(C#N)cc3)cc2C(=O)N([C@H](C)CO)C[C@H]1C,4.7
COc1cccc(NC(=O)/C=C/c2ccc(Cl)cc2)c1,-2.7
CC(C)CC#Cc1cnc2c(c1)C(=O)N([C@H](C)CO)C[C@@H](C)[C@@H](CN(C)C(=O)Cc1cccnc1)O2,-6.3
COc1ccc(-c2ccc3c(c2)O[C@H](CN(C)C(=O)Nc2ccccc2F)[C@@H](C)CN([C@@H](C)CO)S3(=O)=O)cc1,5.7
CCC(=O)N(C)C[C@@H]1Oc2cc(-c3ccccc3OC)ccc2S(=O)(=O)N([C@@H](C)CO)C[C@H]1C,1.6
C[C@@H]1CCCCO[C@H](CN(C)S(=O)(=O)c2ccccc2)[C@@H](C)CN([C@@H](C)CO)C(=O)c2cc(NS(=O)(=O)c3cn(C)cn3)ccc2O1,-3.2
COc1ccc(NC(=O)N(C)C[C@H]2Oc3ccc(NS(=O)(=O)c4cccs4)cc3C(=O)N([C@@H](C)CO)C[C@@H]2C)cc1,1.2
CNC[C@@H]1Oc2ncc(C#CCN(C)C)cc2C(=O)N([C@H](C)CO)C[C@@H]1C,-2.5
C[C@@H]1CN([C@H](C)CO)C(=O)c2cc(-c3cncnc3)cnc2O[C@@H]1CN(C)Cc1ccc(F)cc1,-1.0
Cc1ccc(S(=O)(=O)Nc2cccc3c2O[C@@H](CN(C)Cc2ccc(Cl)c(Cl)c2)[C@@H](C)CN([C@@H](C)CO)C3=O)cc1,-4.0
C[C@H]1CCCCO[C@@H](CN(C)C(=O)Cc2ccccc2)[C@@H](C)CN([C@@H](C)CO)C(=O)c2cc(N(C)C)ccc2O1,-1.6
C[C@H]1CN([C@@H](C)CO)C(=O)c2cc(NS(=O)(=O)c3ccccc3)ccc2O[C@@H]1CN(C)S(=O)(=O)c1ccccc1,12.2

# 4 compounds already listed, arranged by number of heavy atoms, high to low.
SMILES,NSD2 inh
C[C@@H]1CCCCO[C@H](CN(C)Cc2ccncc2)[C@H](C)CN([C@@H](C)CO)C(=O)c2cc(NS(C)(=O)=O)ccc2O1,-4.3
C[C@H](CO)N1C[C@H](C)[C@@H](CN(C)Cc2ccncc2)Oc2ncc(C#CCN(C)C)cc2C1=O,?
CNC[C@@H]1Oc2ncc(C#CCN(C)C)cc2C(=O)N([C@H](C)CO)C[C@@H]1C,-2.5
CC(C)NCC(O)COc1ccccc1-n1cccc1 (centres undefined),-5.1

# Next part
SMILES,NSD2 inh
CC(=O)O[C@@H]1c2c(ccc3ccc(=O)oc23)O[C@@H]1C(C)(C)OC(=O)C=C(C)C,-5.9
COc1ccc(NC(=O)Nc2cccc3c2O[C@@H](CN(C)C(=O)Nc2ccccc2)[C@H](C)CN([C@H](C)CO)C3=O)cc1,-4.9
C[C@H]1CN([C@@H](C)CO)C(=O)CCCn2nncc2CO[C@@H]1CN(C)C(=O)c1cc(-c2ccccc2)on1,0.7
CC(C)NC(=O)Nc1cccc2c1O[C@@H](CN(C)C)[C@@H](C)CN([C@H](C)CO)C2=O,1.1
COc1ccc(NC(=O)Nc2ccc3c(c2)CC(=O)N([C@@H](C)CO)C[C@H](C)[C@H](CN(C)CC2CC2)O3)cc1,-0.8
CNC[C@@H]1OCCCC[C@H](C)Oc2ccc(NS(=O)(=O)c3ccc(Cl)cc3)cc2C(=O)N([C@@H](C)CO)C[C@@H]1C,-0.7
COCC#Cc1cnc2c(c1)C(=O)N([C@H](C)CO)C[C@@H](C)[C@H](CN(C)C(=O)c1cccc(F)c1)O2,-1.8
CNC[C@H]1OCCCC[C@H](C)Oc2ccc(NC(=O)Nc3ccc(F)cc3)cc2C(=O)N([C@H](C)CO)C[C@H]1C,-9.0
O=C(CCCCCCC(=O)N/N=C/c1ccc(-n2ccnc2)cc1)NO,-2.8
C[C@@H]1CCCCO[C@@H](CN(C)Cc2ccc(C(=O)O)cc2)[C@H](C)CN([C@H](C)CO)C(=O)c2cc(NC(=O)CCCN(C)C)ccc2O1,-0.1
COc1ccc(NC(=O)C(=O)NCCCO)c(OC)c1,4.5
C[C@@H]1CN([C@@H](C)CO)C(=O)Cc2cc(NS(=O)(=O)c3cn(C)cn3)ccc2O[C@@H]1CN(C)CC1CC1,-0.6
Cc1noc(C)c1S(=O)(=O)Nc1ccc2c(c1)C(=O)N([C@@H](C)CO)C[C@@H](C)[C@@H](CN(C)S(=O)(=O)c1ccccc1)O2,3.2
CNC[C@@H]1Oc2ccc(NC(=O)c3ccncc3)cc2CC(=O)N([C@@H](C)CO)C[C@H]1C,-1.5
O=C(CCCCCC(=O)N/N=C/c1ccc(O)c2ccccc12)NO,-4.3
C[C@@H]1CN([C@@H](C)CO)S(=O)(=O)c2ccc(C#Cc3ccccn3)cc2O[C@@H]1CN(C)C,8.1
CN(C)C(=O)C[C@H]1C[C@H]2c3cc(NC(=O)Nc4ccc(F)cc4)ccc3O[C@H]2[C@H](CO)O1,9.0
C[C@@H]1CCCCO[C@@H](CN(C)S(=O)(=O)c2cn(C)cn2)[C@@H](C)CN([C@@H](C)CO)C(=O)c2cc(NS(=O)(=O)c3cn(C)cn3)ccc2O1,1.0
O=C(C[C@@H]1C[C@H]2c3cc(NC(=O)Nc4ccc(C(F)(F)F)cc4)ccc3O[C@H]2[C@H](CO)O1)NCc1ccc(Cl)cc1,-14.8
CN(C)C1=NC(C(F)(F)F)(C(F)(F)F)N=C(c2ccccc2)O1,1.1
[N-]=[N+]=Nc1ccccc1C[C@@]1(C(=O)NCC(O)CO)N=C(c2ccc(OCCCO)cc2)O[C@@H]1c1ccccc1 (some centres undefined),-2.8
C[C@@H]1CCCCO[C@H](CN(C)C(=O)Nc2cccc3ccccc23)[C@H](C)CN([C@H](C)CO)C(=O)c2cc(NC(=O)Cc3ccccc3)ccc2O1,-3.7
COc1ccc([Si](C)(C)[C@@H]2[C@@H](CCO)O[C@]3(C(=O)N(Cc4ccc(N5CCCCC5=O)cc4)c4ccccc43)[C@H]2C)cc1,-9.1
O=C(C[C@H]1C=C[C@H](NS(=O)(=O)c2ccc(F)cc2)[C@@H](CO)O1)NC1CCCCC1,1.7
C[C@H](CO)N1C[C@H](C)[C@@H](CN(C)S(=O)(=O)c2ccc(F)cc2)OCCCC[C@H](C)Oc2ccc(NC(=O)Nc3ccc(C(F)(F)F)cc3)cc2C1=O,1.4
C[C@@H]1CN([C@H](C)CO)S(=O)(=O)c2ccc(C3=CCCCC3)cc2O[C@H]1CN(C)C,-4.4
C[C@@H]1CN([C@@H](C)CO)C(=O)c2cc(NS(C)(=O)=O)ccc2O[C@@H](C)CCCCO[C@@H]1CN(C)S(=O)(=O)c1ccccc1,-3.0
C[C@H](CO)N1C[C@H](C)[C@H](CN(C)Cc2ccc(C(=O)O)cc2)OCCCC[C@H](C)Oc2ccc(NS(=O)(=O)c3ccc(F)cc3)cc2C1=O,1.1
C[C@@H]1CCCCO[C@@H](CN(C)CC2CC2)[C@H](C)CN([C@H](C)CO)C(=O)c2cc(NC(=O)CCC(F)(F)F)ccc2O1,-0.3
COc1ccccc1C(CCNCc1ccccc1)c1ccco1 (centres undefined),14.4
C[C@H](CO)N1C[C@H](C)[C@@H](CN(C)Cc2ccc(Cl)c(Cl)c2)Oc2ccc(NC(=O)Nc3ccc4c(c3)OCO4)cc2C1=O,-4.0
C[C@@H]1CN([C@H](C)CO)C(=O)c2cc(NC(=O)Nc3cccc4ccccc34)ccc2O[C@@H]1CN(C)Cc1ccc(C(=O)O)cc1,-0.8
C[C@H]1CN([C@@H](C)CO)C(=O)Cc2cc(NS(C)(=O)=O)ccc2O[C@H]1CN(C)Cc1ccccc1,1.0
CCC(=O)N(C)C[C@@H]1Oc2cc(-c3cccc(C#N)c3)ccc2S(=O)(=O)N([C@H](C)CO)C[C@H]1C,0.4
COc1ccccc1CN(C)C[C@@H]1OCc2cnnn2CCCC(=O)N([C@H](C)CO)C[C@@H]1C,14.0
CC(=O)N(C)C[C@H]1Oc2cc(-c3ccc(F)cc3)ccc2S(=O)(=O)N([C@H](C)CO)C[C@@H]1C,1.7
COc1ccc(CN(C)C[C@@H]2Oc3c(NS(=O)(=O)c4ccc(C)cc4)cccc3C(=O)N([C@@H](C)CO)C[C@@H]2C)cc1,1.7
CC(C)NC(=O)N(C)C[C@@H]1OCCCC[C@@H](C)Oc2ccc(NC(=O)c3ccccc3)cc2C(=O)N([C@@H](C)CO)C[C@@H]1C,1.4
O=C(C[C@H]1C[C@H]2c3cc(NC(=O)NC4CCCC4)ccc3O[C@H]2[C@H](CO)O1)NCc1cccc(F)c1,9.8
CCC(=O)N(C)C[C@H]1Oc2ncc(C#C[C@@H](C)O)cc2C(=O)N([C@@H](C)CO)C[C@H]1C,0.8
CC(C)NC(=O)Nc1ccc2c(c1)C(=O)N([C@H](C)CO)C[C@@H](C)[C@H](CN(C)Cc1ccc(-c3ccccc3)cc1)O2,-4.7
Cc1ccc(/C=N/NC(=O)CCCCCC(=O)NO)o1,-2.3
C[C@H]1CN([C@@H](C)CO)C(=O)c2cccc(NC(=O)NC3CCCCC3)c2O[C@H]1CN(C)S(=O)(=O)c1cn(C)cn1,-5.0
C[C@@H]1CCCCO[C@@H](CN(C)C(=O)NC2CCCCC2)[C@H](C)CN([C@@H](C)CO)C(=O)c2cc(NC(=O)Nc3ccccc3)ccc2O1,-2.0
C[C@H]1CN([C@@H](C)CO)C(=O)Cc2cc(NS(=O)(=O)c3ccccc3)ccc2O[C@@H]1CN(C)Cc1ccc(Oc2ccccc2)cc1,-0.5
CNC[C@H]1OCCCC[C@@H](C)Oc2ccc(NS(=O)(=O)c3cccs3)cc2C(=O)N([C@@H](C)CO)C[C@H]1C,2.8
C[C@H](CO)N1C[C@H](C)[C@@H](CN(C)S(=O)(=O)c2cn(C)cn2)Oc2ccc(NS(=O)(=O)c3ccc(Cl)cc3)cc2C1=O,1.8
C[C@@H]1CN([C@@H](C)CO)C(=O)c2cc(NC(=O)Nc3cccc4ccccc34)ccc2O[C@@H]1CN(C)Cc1ccc(-c2ccccc2)cc1,13.7
COC(=O)CCCCCCC(=O)N/N=C/c1ccccc1Cl,-2.4
COc1ccc(NC(=O)N(C)C[C@H]2OCCCC[C@@H](C)Oc3ccc(NC(=O)c4ccncc4)cc3C(=O)N([C@@H](C)CO)C[C@H]2C)cc1,-0.6
C[C@H](CO)N1C[C@H](C)[C@@H](CN(C)C(=O)Nc2ccc(C(F)(F)F)cc2)Oc2ncc(-c3ccc(C#N)cc3)cc2C1=O,-5.5
C[C@H](CO)N1C[C@H](C)[C@H](CN(C)S(=O)(=O)c2ccc(F)cc2)Oc2ccc(NS(=O)(=O)c3cccs3)cc2C1=O,1.0
C[C@H](CO)N1C[C@H](C)[C@H](CN(C)Cc2ccc(C(=O)Nc3ccccc3N)cc2)Oc2ccc(NC(=O)C3CCCCC3)cc2CC1=O,-1.3
CC(C)NC(=O)N(C)C[C@@H]1Oc2ccc(NS(=O)(=O)c3ccccc3)cc2CC(=O)N([C@@H](C)CO)C[C@@H]1C,-2.6
C[C@@H]1CCCCO[C@@H](CN(C)CC2CCCCC2)[C@H](C)CN([C@H](C)CO)C(=O)c2cc(NC(=O)Nc3ccc(C(F)(F)F)cc3)ccc2O1,27.6
CC1=C(C/C=N/NC(=O)c2ccc(C(=O)NO)cc2)C(C)(C)CCC1,4.0
COc1ccc(Br)c(/C=N/NC(=O)c2ccccn2)c1,-3.3
C[C@H](CO)N1C[C@H](C)[C@H](CN(C)C(=O)NC2CCCCC2)Oc2c(NS(=O)(=O)c3ccc(F)cc3)cccc2C1=O,0.6
CCCNC(=O)N(C)C[C@H]1Oc2cc(Br)ccc2S(=O)(=O)N([C@H](C)CO)C[C@@H]1C,5.5
CNC[C@@H]1OCCCC[C@@H](C)Oc2ccc(NC(=O)Nc3ccccc3)cc2C(=O)N([C@H](C)CO)C[C@H]1C,?
Cc1ccccc1-c1cnc2c(c1)C(=O)N([C@H](C)CO)C[C@@H](C)[C@H](CN(C)Cc1ccncc1)O2,-3.0
COc1ccc(NC(=O)N(C)C[C@H]2Oc3ccc(NS(=O)(=O)c4ccc(C)cc4)cc3CC(=O)N([C@H](C)CO)C[C@H]2C)cc1,-1.8

# Individual results from the entries so far.
# `CCCNC(=O)N(C)C[C@H]1Oc2cc(Br)ccc2S(=O)(=O)N([C@H](C)CO)C[C@@H]1C` in NSD2 inh reads 5.5
# `C[C@H](CO)N1C[C@H](C)[C@@H](CN(C)S(=O)(=O)c2cn(C)cn2)Oc2ccc(NS(=O)(=O)c3ccc(Cl)cc3)cc2C1=O` in NSD2 inh reads 1.8

# Source: PubChem (Broad Institute)

# Some of the compounds tested; the hit share may differ from the screen's.
